# High-throughput results (PubChem BioAssay)
# BAZ2B block – inhibitors of human BAZ2B bromodomain | Potency, µM (highest dose often 114 µM), inactives show at the top dose activity change, negative = inhibition, hits mostly inhibitors | AID 504333 | Q9UIF8 | AlphaScreen BAZ2B-H3K14Ac peptide displacement | hit rate 4.4% among 360,000; note: potency is the fitted concentration of half-maximal effect; % is set by controls: 0 for no effect and ±100 for the full control effect; nearly all actives have a fitted effect of over 60% in size
#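 AlphaScreen displacement of biotin-H3(5-23)K14Ac peptide (50 nM final) from BAZ2B (50 nM final) in PBS pH 7.4, 0.01% Tween-20; complex preformed 30 min RT, then compounds (top 110 uM) 30 min RT, beads 20 min dark.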
# G9a inh – G9a (human) methyltransferase inhibition; G9a H3K9 monomethylation, AlphaScreen, 2 h; Potency, µM (series often up to 102 µM), without a hit: at the top dose activity, negative = inhibition, actives largely listed as inhibitors; hit rate 8.8% among 350,000; AID 504332; note: potency is the fitted concentration of half-maximal effect; % is set by controls: 0 for no effect and ±100 for the full control effect; nearly all actives have a fitted effect of over 75% in size
#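 AlphaScreen detection with an anti-monomethyl H3K9 antibody quantified product after a 2 h room-temperature reaction containing 500 nM biotinylated H3K9 peptide, 20 µM SAM and 20 nM enzyme, which had been preincubated 15 min with compound.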
# HP1b chromo inh – blocks HP1-beta chromodomain binding to methylated histone tails; P83916; Potency, µM (top dose mostly 114 µM), for inactives: top-dose activity change, negative = inhibition, most hits filed as inhibitors; AlphaScreen HP1-beta / biotin-H3K9me3 peptide binding; hit rate 0.56% among 390,000; note: potency is the fitted concentration of half-maximal effect; nearly all actives have a fitted effect of over 70% in size; inactives centre near 23
#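 HP1-beta protein (50 nM final) preincubated 30 min at room temperature with biotinylated H3(1-18)K9me3 peptide (50 nM) in PBS pH 7.4, 0.01% Tween-20, then compound added for 30 min. AlphaScreen streptavidin donor/nickel chelate acceptor beads (10 ug/mL final), 30 min dark, luminescence read.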
# GLS inhibitor – glutaminase GLS (human) inhibition. O94925. GLS enzymatic activity, qHTS titration. Potency, µM (doses to about 45.5 µM), inactives show at the highest dose activity change, negative = inhibition, usual class: inhibitors. hit rate 0.21% among 410,000; note: potency is the fitted concentration of half-maximal effect; % is set by controls: 0 for no effect and ±100 for the full control effect
#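 Enzyme dispensed in phosphate buffer (45 mM, pH 8.2, 0.02% Tween-20), compounds pinned in, then 1 mM L-glutamine solution and the glutamate oxidase–HRP–Amplex Red mix added; fluorescence read immediately and again after 30 min at room temperature.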
# Pin1 inhibitor – blocks the human prolyl isomerase Pin1. Pin1 FP peptide displacement, HiFluor488, 10 min. Potency, µM (series often up to 115 µM), for the others: at the top dose activity, negative = inhibition, hits mostly inhibitors. hit rate 0.009% among 390,000. Q13526; active = well fitted inhibition curve with a large enough effect in the polarisation, with a control signal flat, not every such curve was filed as active; inconclusive = small, poorly fitted or top-dose-only effect, or effect the other way, or a change in a side signal; inactive = no such curve, though single readings can be large or run the other way; the % refers to the polarisation; note: potency is the fitted concentration of half-maximal effect; % is set by controls: 0 for no effect and ±100 for the full control effect
# Pol eta inh – DNA polymerase eta (human) inhibition; Q9Y253; recombinant Pol eta, fluorescent DNA replication assay; hit rate 1.2% among 390,000; Potency, µM (titrated, usually from 114 µM), without a hit: at the top dose activity change, negative = inhibition, hits mostly inhibitors; note: potency is the fitted concentration of half-maximal effect; % is set by controls: 0 for no effect and ±100 for the full control effect
#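 Pol eta (10 nM) was preincubated with compounds for 15 min at room temperature, after which fluorescent replication substrate (50 nM final) was added to start the reaction. Fluorescence was read kinetically at 0 and 10 min.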
# PI4K2A inh – blocks human PI4K2A kinase activity | Q9BTU6 | purified PI4K2A, ADP-Glo luminescence, 1 h; active compounds read low | activity change, negative = inhibition, % at 76.9 µM | hit rate 0.13% among 420,000 | AID 1346378; in the data active = activity change below about -50%; inconclusive = mostly about -30% to -49%;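 note: -100% = wells without enzyme as full effect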
#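 Compounds are screened against recombinant PI4K2A using PI as substrate and ATP, the latter dispensed at 300 microM. Reactions run one hour at ambient temperature before ADP-Glo detection; full inhibition defined by wells lacking enzyme.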
# PGK inhibitor – inhibitors of T. brucei phosphoglycerate kinase; P07378; PGK/GAPDH coupled, Kinase-Glo luminescence, 60 min; Potency, µM (top dose mostly 57.5 µM), without a hit: top-dose activity change, negative = inhibition, actives largely listed as inhibitors; hit rate 0.043% among 380,000; note: potency is the fitted concentration of half-maximal effect; % is set by controls: 0 for no effect and ±100 for the full control effect; nearly all actives have a fitted effect of over 60% in size
#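 Luminescent ATP detection (Kinase-Glo Plus) follows a 60-minute room-temperature incubation, with wells lacking PGK as controls. Buffer: 100 mM TEA (pH 7.6), 5 mM MgCl2, 0.01% Tween-20. Coupling enzyme GAPDH (100 nM final) supplies unstable 1,3-BPG in-well.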
# JMJD2A Tudor – blocks the human JMJD2A Tudor domain; hit rate 4.4% among 390,000; AlphaScreen JMJD2A-Tudor / H3K4me3 peptide binding; Potency, µM (top dose mostly 114 µM), for the others: top-dose activity change, negative = inhibition, hits mostly inhibitors; O75164; AID 504339; note: potency is the fitted concentration of half-maximal effect; % is set by controls: 0 for no effect and ±100 for the full control effect; nearly all actives have a fitted effect of over 50% in size
# Target sequence (O75164 whole entry, looked up, the tested form may be a part): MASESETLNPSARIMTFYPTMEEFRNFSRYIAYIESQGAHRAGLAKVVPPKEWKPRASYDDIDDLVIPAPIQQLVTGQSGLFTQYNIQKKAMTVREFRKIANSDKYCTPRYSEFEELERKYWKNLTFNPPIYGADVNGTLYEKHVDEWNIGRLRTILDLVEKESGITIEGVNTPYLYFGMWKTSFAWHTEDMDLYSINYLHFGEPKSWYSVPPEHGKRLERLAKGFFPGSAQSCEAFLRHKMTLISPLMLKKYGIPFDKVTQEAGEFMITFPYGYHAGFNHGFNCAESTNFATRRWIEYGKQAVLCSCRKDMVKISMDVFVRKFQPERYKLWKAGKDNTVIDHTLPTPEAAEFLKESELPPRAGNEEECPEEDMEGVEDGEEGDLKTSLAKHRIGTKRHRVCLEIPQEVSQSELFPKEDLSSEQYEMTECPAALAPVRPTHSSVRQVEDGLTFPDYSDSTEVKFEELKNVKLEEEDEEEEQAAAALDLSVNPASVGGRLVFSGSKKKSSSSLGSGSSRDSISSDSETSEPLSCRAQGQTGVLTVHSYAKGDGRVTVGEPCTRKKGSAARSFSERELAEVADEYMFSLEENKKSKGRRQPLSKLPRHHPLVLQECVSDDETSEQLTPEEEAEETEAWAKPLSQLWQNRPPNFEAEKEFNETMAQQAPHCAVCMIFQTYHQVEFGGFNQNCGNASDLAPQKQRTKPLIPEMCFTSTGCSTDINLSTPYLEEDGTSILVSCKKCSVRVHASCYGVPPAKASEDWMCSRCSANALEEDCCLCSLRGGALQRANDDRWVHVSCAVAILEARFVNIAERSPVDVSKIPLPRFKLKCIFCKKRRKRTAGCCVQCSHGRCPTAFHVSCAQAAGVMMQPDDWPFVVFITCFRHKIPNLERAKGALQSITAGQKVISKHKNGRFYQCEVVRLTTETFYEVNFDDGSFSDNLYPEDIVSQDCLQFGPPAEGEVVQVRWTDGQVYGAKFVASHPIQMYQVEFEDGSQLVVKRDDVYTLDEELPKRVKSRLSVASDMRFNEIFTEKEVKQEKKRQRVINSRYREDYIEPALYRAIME
# The depositor's hits bear a star; i = inactive; u = inconclusive; x = no result given; [ ] = remark or other dose. Unless noted, calls come from the whole dose curve; as a rule, active = well fitted curve in the direction sought with a large enough effect; inconclusive = small, poorly fitted or top-dose-only effect, or another doubt; inactive = no such curve, though single readings can be large; an effect the other way counts as inactive or inconclusive. These rows are one share of the data (hit frequency here may not be typical).
SMILES,BAZ2B block,G9a inh,HP1b chromo inh,GLS inhibitor,Pin1 inhibitor,Pol eta inh,PI4K2A inh,PGK inhibitor,JMJD2A Tudor
COc1cccc(NC(=O)CSc2nc(O)c(C/C=C/c3ccccc3)c(=O)[nH]2)c1,-12%,-46%[59 µM],19%,18%,-1%,3%,1,8%,-7%
CC1(C)OC2OC(C(=O)N/N=C/c3cc(Br)ccc3O)C3OC(C)(C)OC3C2O1 (stereo not given),4%,49%[activator][59 µM],16%,16%,2%,-6%,4,-8%,u
COc1ccc(C2CC(c3ccccc3)Nc3nc(NC(=O)c4ccco4)nn32)cc1 (stereo not given),2%,17%[59 µM],38%[activator],-2%,4%,-14%,-11,-6%,-22%
COc1ccccc1CN(Cc1nc2ccccc2c(=O)[nH]1)C(=O)Nc1ccc(C)cc1,3%,-9%[59 µM],29%,3%,5%,-8%,0,x,-26%
COC(=O)c1ccc(Cn2cnc3c(sc4nc(N5CCOCC5)c5c(c43)CCCC5)c2=O)o1,-10%,u,0%,11%,54%[activator],u,0,-11%,u
O=C(C[C@H]1C(=O)N(C2CCCCC2)C[C@@H]1c1ccccc1)Nc1ccc(Br)cc1,x,x,x,-6%,x,-6%,0,10%,x
CC1CN(C(=O)CCC(=O)NCCCN2CCN(Cc3ccccc3)CC2)c2cc(Cl)ccc2O1 (stereo not given),-15%,x,18%,1%,-1%,2%,3,-8%,-12%
O=C(c1ccccc1Cl)N1CCc2ccccc2C1,13%,-13%[59 µM],21%,-7%,-5%,7%,-6,-9%,0%
NNC(=O)COc1ccccc1[N+](=O)[O-],-12%,x,16%,0%,-2%,1%,-2,-9%,-7%
Cc1nc2ccccc2c(=O)n1CCN1CCOCC1,15%,5%[59 µM],19%,-5%,-9%,-13%,1,x,-5%
Cc1ccc(-c2cc(C(=O)NCC(c3ccccc3)N(C)C)c3ccccc3n2)o1 (stereo not given),x,x,3%[57 µM],3%,0%,-9%,-4,-14%,-10%
COc1ccccc1C1=NC(c2ccccc2)CN1c1ccccc1 (stereo not given),153%[activator],231%[activator],172%[activator],-4%,-1%,-5%,-6,-5%,133%[activator]
COc1cccc2c(=O)n(CC(=O)N3CCCCC3)ccc12,7%,-46%[59 µM],39%,1%,-2%,-9%,0,4%,-8%
COc1ccc(CN(C(=O)COc2ccc(C)c(C)c2)C2CCS(=O)(=O)C2)cc1OC (stereo not given),4%,6%,20%,-4%,-4%,1%,0,-8%,-13%
CC(C)CCC(C)N=Cc1c(O)n(Cc2ccccc2)c(=O)c2ccccc12 (stereo not given),u,u,-14%,3%,30%[activator],-19%,-12,0%,u
CCCCNC(=S)N1CCN(c2nc3ccccc3s2)CC1,0%,x,29%,0%,-1%,-21%,-3,-2%,-9%
CCOC(=O)c1c(/N=C/c2cccc([N+](=O)[O-])c2O)sc2c1CCC2,u,x,u,41%[activator],u,u,0,-4%,u
Cc1cc(-c2cc(C)c(N)cc2C)c(C)cc1N,x,x,u,u,1%,-7%,-2,-8%,u
COCCNC(=O)C(c1cccnc1)N(Cc1ccc(C)cc1)C(=O)Cn1nnc2ccccc21 (stereo not given),-3%,6%,28%,-2%,-4%,-6%,-6,i,-4%
O=C(CCNS(=O)(=O)c1ccc2[nH]c(=O)oc2c1)NCc1ccc(F)cc1,-18%,u,31%,-1%,-3%,-5%,-1,-7%,-21%
CS(=O)(=O)c1ccccc1C(=O)Nc1ccc2sccc2c1,-22%,15%,14%[57 µM],-8%,-1%,-17%,0,-5%,-18%
O=C(C[C@@H]1C/C=C\C[C@H](NC(=O)OCC2c3ccccc3-c3ccccc32)C(=O)OC[C@@H]2CCCN2C1=O)N[C@H](CO)Cc1ccccc1,x,x,44%[activator],2%,-2%,-17%,4,-9%,-3%
O=C(O)c1ccc(NC2OC[C@@H](O)[C@H](O)[C@H]2O)cc1 (stereo not given in full),-5%,13%[12.7 µM],22%,-3%,-1%,u,1,-8%,-16%
Cn1nnnc1SCC(=O)Nc1ccccc1Cc1ccccc1,3%,4%,20%,4%,3%,1%,5,3%,1%
Cc1ccc(C(=O)Nc2ccc(S(=O)(=O)O)c3cc(S(=O)(=O)O)cc(S(=O)(=O)O)c23)cc1NC(=O)c1cccc(NC(=O)Nc2cccc(C(=O)Nc3cc(C(=O)Nc4ccc(S(=O)(=O)O)c5cc(S(=O)(=O)O)cc(S(=O)(=O)O)c45)ccc3C)c2)c1,x,0.28µM*,x,8.9µM*,x,0.22µM*,u,x,x
CC(C)Cn1c(N)c(C(=O)CSc2nnc(-c3ccco3)n2C)c(=O)n(C)c1=O,-2%,20%[12.7 µM],52%[activator],-5%,-5%,-15%,1,-8%,9%
Cc1cc(OC(C)C)c2c(-c3ccccc3)cc(=O)oc2c1,7%,22%[59 µM],39%,9%,1%,-3%,-1,-3%,8%
Cc1ccccc1CN1CCCN(CC(=O)Nc2c(C)cccc2C)S1(=O)=O,-2%,29%[59 µM],-3%,-6%,-10%,-20%,2,-10%,-26%
COc1ccc(C(=O)Cc2cc(OC)c(OC)cc2[N+](=O)[O-])cc1,0%,8%[59 µM],24%,1%,-2%,8%,5,x,-7%
O=C(Cc1ccccc1)OCC(=O)c1cccc([N+](=O)[O-])c1,x,x,21%,-1%,-3%,-26%,-5,-9%,-27%
COc1ccc(Cl)cc1NC(=O)CN(C)C(=O)c1cc2ccccc2cc1O,u,50µM*,-9%,11%,-10%,-12%,0,i,-36%
CCCCNC(=O)CSc1nc2ccccc2c(=O)n1C1CCCC1,-5%,4%[59 µM],27%,1%,8%,-6%,0,6%,-2%
C=CCOC(=O)COc1ccc2c(C)c(C)c(=O)oc2c1C,-4%,-3%[59 µM],40%,1%,-5%,-15%,2,-14%,-2%
Cc1c(-c2ccc(F)cc2)nc(N)c(C#N)c1-c1cccs1,0%[57.1 µM],30%,35%[activator],-1%,8%,-10%,-1,-7%,-20%
COc1cc2c(=O)c(S(=O)(=O)c3ccc(F)cc3)cn(Cc3ccccc3C)c2cc1OC,-19%,u,10%,-9%,-2%,0%,3,-2%,-26%
Cc1cccc(Nc2nccc(N(C)C)c2C#N)c1,-2%,4%,14%,0%,-9%,-17%,9,-2%,0%
CC1(C)CC(CC(=O)Nc2nccs2)(c2ccccc2)CCO1 (stereo not given),8%,42%[activator][59 µM],24%,-25%,-5%,-7%,-3,8%,4%
O=C(O)c1ccccc1OC(C(=O)Nc1cc(Cl)cc(Cl)c1)c1ccccc1 (stereo not given),-2%,-6%,-23%,1%,2%,0%,1,-1%,-9%
Cc1ccc(C(=O)N2CCN(c3ccccc3Cl)CC2)cc1[N+](=O)[O-],-37%,-41%,19%,1%,-1%,-22%,0,-6%,-28%
CCCCN(CCCNC(=O)C1CCN(S(=O)(=O)N2CCOCC2)CC1)c1ccccc1,-34%,40µM*,-9%,34%[activator],-8%,-12%,-4,3%,u
CCCNC(=O)c1ccc(-c2nc3ccccc3s2)s1,4.5µM*,22%,21%,1%,u,u,-20,i,-24%
CC(C)C(NC(=O)c1ccccc1Cl)C(=O)OCc1nc2scc(-c3ccccc3Cl)c2c(=O)[nH]1 (stereo not given),-6%,12%[59 µM],u,1%,41%[activator],-18%,0,25%,-26%
O=C(Cc1ccccc1)NC1(Cc2ccc(O)cc2)CCCCC1,-27%,-12%,33%,0%,1%,-18%,7,-2%,-12%
CCCn1c(=S)[nH]c2cc(C(=O)NCC3CCCO3)ccc2c1=O (stereo not given),-8%,10µM*,51%[activator],-2%,u,-19%,3,3%,-1%
COC(=O)CNC(=O)C(Cc1c[nH]c2ccccc12)NC(=O)Oc1ccccc1 (stereo not given),0.71µM*,x,14%,15%,3%,-26%,6,-1%,2%
CC(C)[C@H](NC(=O)c1ccccc1F)C(=O)NNC(=O)c1cccs1,x,x,11%,13%,2%,0%,2,-9%,-13%
COc1ccc(/C=N/Nc2cn[nH]c(=O)c2Cl)cc1,-22%,27%,36%[activator],9%,3%,-15%,-5,-16%,1%
COc1ccc(-c2oc(=O)c3cc(OC)c(OC)cc3c2-c2cc(F)cc(OC)c2)cc1,1%,2%[0.501 µM],28%,-2%,6%,-11%,-2,-2%,-19%
COc1cc2cc(C#N)c(SCC(=O)Nc3cc(C)on3)nc2cc1OC,-1%,u,20%,1%,-2%,-3%,-3,4%,-5%
CCCN(C(=O)CSc1nnc(-c2ccc3c(c2)OCO3)o1)C1CCS(=O)(=O)C1 (stereo not given),x,x,x,-1%,x,-2%,-1,-12%,x
CCN1CCN(CC(=O)c2c[nH]c3ccc(C)cc23)CC1,10%,-9%[59 µM],-13%,-5%,3%,-4%,-10,i,u
CCCCCN1C(C(=O)c2ccccc2)=C(OC(=O)CC)c2ccccc2S1(=O)=O,-16%,-6%[59 µM],26%,11%,-10%,-21%,23,i,u
Cc1ccc(NC(=O)CN(C)C(=O)CSc2nnc(C)s2)cc1,x,x,10%[57 µM],-1%,-10%,-17%,1,-2%,1%

# Part of the list above in order of heavy-atom count, rising:
SMILES,BAZ2B block,G9a inh,HP1b chromo inh,GLS inhibitor,Pin1 inhibitor,Pol eta inh,PI4K2A inh,PGK inhibitor,JMJD2A Tudor
CCCNC(=O)c1ccc(-c2nc3ccccc3s2)s1,4.5µM*,22%,21%,1%,u,u,-20,i,-24%
O=C(Cc1ccccc1)NC1(Cc2ccc(O)cc2)CCCCC1,-27%,-12%,33%,0%,1%,-18%,7,-2%,-12%
COc1cc2cc(C#N)c(SCC(=O)Nc3cc(C)on3)nc2cc1OC,-1%,u,20%,1%,-2%,-3%,-3,4%,-5%
